# M1 ag: agonists of human M1 muscarinic receptor. CHO-K1 hM1, Fluo-8 calcium fluorescence, agonist mode; 0% DMSO, 100% acetylcholine EC100. activation, % at 3 µM. 0.33% of 360,000 active. AID 588814;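 active = activation above the run's mean compound activation plus 3 SD, cut at about 16% in these data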;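 also: peak over basal fluorescence ratio within a 140 s kinetic read after compound addition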
# Target sequence (P11229 whole entry, looked up): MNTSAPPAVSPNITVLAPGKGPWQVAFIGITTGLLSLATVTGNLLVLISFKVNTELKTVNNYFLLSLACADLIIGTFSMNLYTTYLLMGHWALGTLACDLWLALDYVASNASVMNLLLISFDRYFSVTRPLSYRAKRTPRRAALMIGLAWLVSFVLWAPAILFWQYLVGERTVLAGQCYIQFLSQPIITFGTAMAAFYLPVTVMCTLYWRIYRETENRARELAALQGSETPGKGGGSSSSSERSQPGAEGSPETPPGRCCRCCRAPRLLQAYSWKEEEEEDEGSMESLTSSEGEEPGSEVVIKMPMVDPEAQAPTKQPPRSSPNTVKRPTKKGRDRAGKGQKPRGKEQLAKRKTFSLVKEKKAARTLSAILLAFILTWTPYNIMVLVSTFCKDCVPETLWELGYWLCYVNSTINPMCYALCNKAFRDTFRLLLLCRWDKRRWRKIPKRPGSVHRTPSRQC
# TAAR1 ag: agonists of human TAAR1; CHO RD-HGA16 TAAR1, Fluo-8 calcium fluorescence; vehicle wells 0%, saturating PEA agonist 100%; activation, % at 3 µM; 0.99% of 360,000 active; AID 624467;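 active = activation above the mean activation of all test compounds in the run plus 3 SD, cut at about 38% in these data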
#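 System: CHO RD-HGA16 cells carrying human TAAR1 plus Gα16; Incubation: 17-24 h seeding, 75 min 37 °C dye, 30 min RT; Measured by: Fluo-8 fluorescence, 5 s baseline then 140 s kinetic read; Control set: DMSO and PEA EC100; Replication: single well for each compound.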
# CHRM5 PAM: CHRM5 positive allosteric modulation. 0.3% of 360,000 active. CHO-K1 hM5, Fluo-8 calcium, ACh EC20 PAM; 0% = ACh EC20, 100% = ACh EC100. AID 624038. P08912. activation, % at 3 µM;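 active = activation above the run cutoff, the mean activation of all test compounds plus 3 SD, cut at about 18% in these data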
# Target sequence (P08912 whole entry, looked up): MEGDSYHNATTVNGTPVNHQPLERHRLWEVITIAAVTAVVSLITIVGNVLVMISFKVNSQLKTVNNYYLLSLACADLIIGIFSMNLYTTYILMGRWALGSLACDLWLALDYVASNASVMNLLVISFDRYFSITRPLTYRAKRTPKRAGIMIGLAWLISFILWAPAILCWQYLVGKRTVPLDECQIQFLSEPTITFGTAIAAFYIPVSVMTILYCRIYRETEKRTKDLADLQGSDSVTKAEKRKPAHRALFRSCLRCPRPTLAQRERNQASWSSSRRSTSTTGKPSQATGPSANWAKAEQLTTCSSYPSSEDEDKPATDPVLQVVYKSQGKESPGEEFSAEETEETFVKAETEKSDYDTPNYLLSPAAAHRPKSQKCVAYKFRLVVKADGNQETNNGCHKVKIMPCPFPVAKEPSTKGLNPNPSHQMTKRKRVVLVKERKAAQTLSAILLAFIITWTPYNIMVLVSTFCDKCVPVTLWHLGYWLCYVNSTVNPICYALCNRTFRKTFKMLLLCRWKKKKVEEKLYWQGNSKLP
#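 Replicates: One well per compound, no replicates | System: Human M5 receptor in CHO-K1 cells | Benchmarks: Low control EC20 acetylcholine (0%), high control EC100 acetylcholine (100%) | Probe or stimulus: Acetylcholine, EC20 level | Times: Fluo-8 loading 80 min at 37 °C plus 30 min room temperature | Signal: Intracellular calcium via Fluo-8 fluorescence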
# M5 antag: antagonists of human muscarinic M5 receptor (CHRM5); P08912; CHO-hM5 cells, Fluo-8 calcium fluorescence, ACh EC80; inhibition, % at 3 µM; 0.59% of 360,000 active;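 active = inhibition above a per-plate cutoff, the mean of that plate's test compounds plus 3 SD, cut at about 27% in these data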;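 also: 0% = acetylcholine EC80 with DMSO and 100% = DMSO without agonist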
# M1 PAM: potentiates human M1 receptor response to acetylcholine; CHO-K1 hM1, Fluo-8 calcium fluorescence, ACh EC20; 0% = ACh EC20, 100% = maximal ACh; activation, % at 3 µM; 0.088% of 360,000 active; AID 588819; in the data active = activation above about 19%, passing the limit was not always enough
# CHRM4 agonist: CHRM4 agonism in calcium assay | P08173 | CHO-K1 hM4/Gqi5, Fluo-8 calcium fluorescence; vehicle 0%, full acetylcholine response 100% | activation, % at 3 µM | 0.14% of 360,000 active | AID 624127;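 active = activation above the run mean over all test wells plus 3 SD, cut at about 32% in these data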;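 also: peak over basal fluorescence ratio per well then scaled between controls; 0% = DMSO wells and 100% = acetylcholine at EC100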
# CHRM5 agonist: CHRM5 agonism in calcium assay; 0.19% of 360,000 active; P08912; activation, % at 3 µM; CHO-K1 hM5 cells, Fluo-8 calcium fluorescence; 0% DMSO wells, 100% maximal acetylcholine response; AID 624037;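 active = activation above the run's mean over test compounds plus 3 SD, cut at about 23% in these data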;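 also: signal is peak over basal fluorescence ratio across the kinetic read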
# M1 antag: human CHRM1 antagonism; CHO-K1 hM1, Fluo-8 calcium fluorescence, ACh EC80 antagonist; inhibition, % at 3 µM; 1.3% of 360,000 active; P11229;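 active = percent inhibition above its own plate's cutoff, namely the mean of that plate's compound wells plus 3 SD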;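 also: peak over basal fluorescence ratio during 140 s after agonist addition; 0% = ACh EC80 plus DMSO and 100% = DMSO alone without agonist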
# CHRM4 antagonist: CHRM4 antagonism in calcium assay | CHO-hM4 cells, ACh EC80, Fluo-8 calcium fluorescence | inhibition, % at 3 µM | 0.73% of 360,000 active | AID 624125;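 active = inhibition above its plate's cutoff, the mean inhibition of sample wells plus 3 SD, cut at about 27% in these data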;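 also: 0% = acetylcholine EC80 with DMSO and 100% = DMSO without agonist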
# * hit, by the source's call. This is a subset (hit frequency here may not be typical).
entry	SMILES	M1 ag	TAAR1 ag	CHRM5 PAM	M5 antag	M1 PAM	CHRM4 agonist	CHRM5 agonist	M1 antag	CHRM4 antagonist
1	CC(C)Cc1nc2ccccc2[nH]1	-4	3	-2	13	-1	0	-3	1	-9
2	CCOC(=O)c1sc2ccccc2c1OC(=O)c1ccccc1OC	-3	5	-6	11	2	1	-4	5	-16
3	CCOC(=O)N1CCN(c2cc(C)c(C(C)=O)cc2F)CC1	-3	12	-7	7	-9	6	6	10	10
4	O=C(CSc1ccc2nnc(-c3ccccn3)n2n1)NCc1ccco1	-2	1	-1	-5	8	1	2	-13	1
5	O=C(NCc1ccc(F)cc1)C(=O)NCC(c1ccco1)N1CCOCC1 (stereo not drawn)	-2	-2	5	3	4	1	4	-2	16
6	O=C(Cn1c2[n+](c3ccc(C(F)(F)F)cc31)CCCCC2)Nc1ccccc1	-4	2	3	0	-1	0	-7	-5	-13
7	Cc1cc(C(=O)NC2CCC(C)CC2)c(C)o1 (stereo not drawn)	-4	-1	4	-9	7	0	-4	-5	4
8	COc1ccc(CN2CCN(Cc3ccc(C(F)(F)F)cc3)CC2)c(OC)c1	-10	4	-6	2	-13	4	-4	18	-8
9	COc1ccccc1NC(=O)COc1ccc(C(=O)NCC2CCCO2)cc1OC (stereo not drawn)	-4	17	-15	15	2	6	2	0	1
10	Cc1cccc(OCC(=O)NNC(=O)CSc2ncc(C#N)c(N)n2)c1	-4	12	2	11	6	-1	2	-8	13
11	CC(C)C[C@H]1CNC(=S)N1CC1CCCN1C[C@H](Cc1ccc(O)cc1)N1C[C@H](Cc2ccccc2)N(CC2CCCCCC2)C1=S (stereo partly drawn)	-3	0	-4	6	-1	0	1	-5	-1
12	CCNCc1ccc(OCc2cccs2)c(OCC)c1	-15	15	-3	8	-20	1	-11	4	8
13	COc1ccc(CNC(=O)Cc2ccc(-c3ccccc3)cc2)cc1OC	5	-2	5	7	6	6	3	-8	4
14	O=C1CCC(C(=O)OCC(=O)C23CC4CC(CC(C4)C2)C3)N1 (stereo not drawn)	-3	12	0	-6	6	1	-1	-16	1
15	Cc1cccc(S(=O)(=O)N/N=c2\sc3ccccc3n2C)c1	-7	0	6	8	8	0	-2	-7	-11
16	Cn1c(=O)cc(OCC(=O)NCCCN2CCN(c3cccc(Cl)c3)CC2)c2ccccc21	-8	1	-9	-1	1	5	-2	-16	-21
17	COc1cccc(C2C(C(=O)c3cc4ccccc4o3)=C(O)C(=O)N2c2cc(C)on2)c1OC (stereo not drawn)	-3	3	3	0	13	-1	1	-16	9
18	CC(CC(=O)Nc1ccc2c(c1)c(=O)n(C)n2Cc1ccc(F)cc1)c1ccccc1 (stereo not drawn)	-1	6	-7	4	-2	10	2	-3	1
19	O=C1CN(C(=O)COC(=O)CNS(=O)(=O)c2ccccc2)c2ccccc2N1	-1	1	10	-7	9	1	2	-8	-16
20	O=[N+]([O-])c1cc(C(F)(F)F)ccc1NCCc1c[nH]c2ccc(O)cc12	4	10	-6	2	6	9	7	0	-1
21	CCn1c(=O)n(CC)c2cc(N3CCCC3)c(NC(=O)c3ccc(OC)c(Br)c3)cc21	-5	-2	-4	0	-1	3	-3	7	-4
22	Cn1c(CN2CCCCC2)nc2cc(NC(=O)c3ccccc3Cl)ccc21	-7	3	-6	5	-2	1	-5	-5	0
23	CCc1ccccc1Nc1ccc(C(=O)O)cc1N	-7	-1	8	2	5	0	-7	-49	-9
24	CCOc1ccc(N2C(=O)CC(N(Cc3ccco3)C(C)=O)C2=O)cc1 (stereo not drawn)	-6	6	-2	0	1	0	-2	1	7
25	Cc1nn(-c2ccccc2)c(N)c1C(O)(CSc1nccn1C)C(F)(F)F (stereo not drawn)	-2	8	-3	3	-4	0	0	9	6
26	COc1ccccc1C1(O)CCN(C(=O)c2cccs2)CC1	-2	4	-2	5	7	3	4	-3	3
27	Fc1ccccc1-c1nc(NCC2CC2)nc2ccsc12	-9	4	-6	3	-6	-2	-3	2	10
28	CN(CC(=O)Nc1ccc(F)cc1)C(=O)COC(=O)c1ccc(=O)n(Cc2ccccc2)n1	0	10	0	9	10	2	0	-14	-5
29	CC1(C(=O)NCC2CC2)CCN1C(=O)C1(c2ccccc2)CC1 (stereo not drawn)	-4	1	4	-5	7	0	0	-14	10
30	C=CCC(CC=C)(NC(=O)c1ccccc1)c1ccccc1	-3	18	-11	6	3	-2	-7	1	5

# Excerpt, compounds 1–13
entry	SMILES	M1 ag	TAAR1 ag	CHRM5 PAM	M5 antag	M1 PAM	CHRM4 agonist	CHRM5 agonist	M1 antag	CHRM4 antagonist
1	CC(C)Cc1nc2ccccc2[nH]1	-4	3	-2	13	-1	0	-3	1	-9
2	CCOC(=O)c1sc2ccccc2c1OC(=O)c1ccccc1OC	-3	5	-6	11	2	1	-4	5	-16
3	CCOC(=O)N1CCN(c2cc(C)c(C(C)=O)cc2F)CC1	-3	12	-7	7	-9	6	6	10	10
4	O=C(CSc1ccc2nnc(-c3ccccn3)n2n1)NCc1ccco1	-2	1	-1	-5	8	1	2	-13	1
5	O=C(NCc1ccc(F)cc1)C(=O)NCC(c1ccco1)N1CCOCC1 (stereo not drawn)	-2	-2	5	3	4	1	4	-2	16
6	O=C(Cn1c2[n+](c3ccc(C(F)(F)F)cc31)CCCCC2)Nc1ccccc1	-4	2	3	0	-1	0	-7	-5	-13
7	Cc1cc(C(=O)NC2CCC(C)CC2)c(C)o1 (stereo not drawn)	-4	-1	4	-9	7	0	-4	-5	4
8	COc1ccc(CN2CCN(Cc3ccc(C(F)(F)F)cc3)CC2)c(OC)c1	-10	4	-6	2	-13	4	-4	18	-8
9	COc1ccccc1NC(=O)COc1ccc(C(=O)NCC2CCCO2)cc1OC (stereo not drawn)	-4	17	-15	15	2	6	2	0	1
10	Cc1cccc(OCC(=O)NNC(=O)CSc2ncc(C#N)c(N)n2)c1	-4	12	2	11	6	-1	2	-8	13
11	CC(C)C[C@H]1CNC(=S)N1CC1CCCN1C[C@H](Cc1ccc(O)cc1)N1C[C@H](Cc2ccccc2)N(CC2CCCCCC2)C1=S (stereo partly drawn)	-3	0	-4	6	-1	0	1	-5	-1
12	CCNCc1ccc(OCc2cccs2)c(OCC)c1	-15	15	-3	8	-20	1	-11	4	8
13	COc1ccc(CNC(=O)Cc2ccc(-c3ccccc3)cc2)cc1OC	5	-2	5	7	6	6	3	-8	4

# Remaining list, next part
entry	SMILES	M1 ag	TAAR1 ag	CHRM5 PAM	M5 antag	M1 PAM	CHRM4 agonist	CHRM5 agonist	M1 antag	CHRM4 antagonist
31	CCOC(=O)c1c(C)[nH]c(O)c1C=Nc1ccccc1	-5	1	-5	4	7	2	-1	-9	0
32	COc1ccc(C)cc1NC(=O)C1CCN(S(=O)(=O)c2ccc3c(c2)NC(=O)CO3)CC1	-1	3	8	-4	1	5	-2	-10	-12
33	CN(C(=O)COC(=O)CSc1cc(Cl)ccc1Cl)c1c(N)n(Cc2ccccc2)c(=O)[nH]c1=O	-3	5	-1	-2	3	0	1	-12	-6
34	CC(=O)N1CCN(c2ccc(NC(=O)c3ccc4ccccc4c3)cc2)CC1	-6	11	2	11	6	18	0	-9	-11
35	Cc1ccc(S(=O)(=O)NC(=O)Nc2cccc(C)n2)cc1	-6	3	0	8	0	0	0	4	12
36	O=C(NCC1CCCO1)C(C(=O)c1ccccc1)n1cc(Cl)ccc1=O (stereo not drawn)	-4	5	-4	7	6	1	-2	-5	0
37	Cc1ccc(SCCNC(=S)Nc2cc(C)ccc2C)cc1	-3	0	-6	16	-8	2	-9	-22	-5
38	COCC(=O)Nc1cc(=O)n(C)c(=O)n1C	2	0	1	0	14	1	2	-13	-14
39	CC(NC(=O)COC(=O)c1ccc([N+](=O)[O-])s1)c1ccccc1 (stereo not drawn)	-1	-1	32*	9	5	2	1	-4	-1
40	COc1ccc(CCN(Cc2ccccn2)C(=S)Nc2ccccc2Cl)cc1OC	-4	0	0	2	-3	2	-1	12	6
41	Cc1ccccc1/C=N/NC(=O)c1cccnc1	3	1	-6	5	27*	1	0	-34	-13
42	O=C(Cn1nnc(-c2ccccc2)n1)NCc1ccco1	-3	-1	-2	1	4	0	-2	-3	10
43	O=C(COC(=O)Cc1cccs1)Nc1cc(S(=O)(=O)N2CCOCC2)ccc1Cl	-1	1	-13	14	-5	4	0	0	6
44	CCC(C)Sc1nnc(NS(=O)(=O)Cc2ccccc2)s1 (stereo not drawn)	-1	4	10	-2	16	1	5	-15	5
45	O=C(Nc1ccc2ccccc2n1)Nc1ccccc1F	-2	4	-6	4	3	3	-4	-12	5
46	CCCc1cc(=O)[nH]c(SCc2ccccc2Cl)n1	-7	16	-1	10	9	-3	-7	-8	-8
47	Cc1nnc(SCC(=O)N(C)CC(=O)Nc2ccccc2Cl)s1	-1	2	0	5	7	0	2	-4	0
48	COC(=O)C1=C(C)NC(C)=C(C(=O)OC)C1c1ccc(C)o1	-4	6	3	4	11	0	-5	-20	3
49	CN(C)CCn1c2c(c(SCC(=O)Nc3ccccc3)nc1=O)CCCC2	-6	2	6	-8	4	0	-3	-5	5
50	CC(=O)Nc1nc2cc(N)ccc2s1	-7	7	6	5	1	1	2	4	9
51	CN(CC(=O)Nc1ccc2c(c1)OCCO2)S(=O)(=O)c1ccc(F)cc1	-5	0	-1	11	8	1	-1	-6	2
52	O=C(NC1CCCC1)C(c1cccnc1)N(C(=O)c1csnn1)C1CC1 (stereo not drawn)	-5	15	0	-5	4	0	-1	1	9
53	CCc1ccc(CN(C)C(=O)CCc2nnc(COc3ccccc3)o2)cc1	-8	-1	-4	10	-4	2	-2	2	1
54	Cc1cc2n(c(=O)c1C#N)CCCN2c1cccc(Cl)c1	-2	2	-5	3	0	0	-1	-2	6
55	O=C(CCl)NCCN1C(=O)S/C(=C\c2cccnc2)C1=O	-15	7	8	-8	2	1	-2	5	-6
56	O=C(CSc1ncn[nH]1)NCCC(c1ccccc1)c1ccccc1	-1	12	0	20	2	1	2	-1	22
57	COc1c(O)ccc2cnn(-c3ccccc3C)c(=O)c12	-1	1	6	3	7	1	-4	-7	0
58	C=CCN1C(=O)C2(OCCCO2)c2cccc(C)c21	-2	-1	9	-1	18	2	1	-17	1
59	COc1ccc(C(=O)OCC(=O)c2c(N)n(C)c(=O)n(C)c2=O)c(OC)c1OC	-3	15	7	-1	12	1	4	-10	0

# Screens from PubChem.
